TDP1 cell noCPT: qHTS for Inhibitors of human tyrosyl-DNA phosphodiesterase 1 (TDP1): qHTS in cells in absence of CPT. DT40 Tdp1-/- hTDP1 cells, no CPT, ATP luminescence, 48 h. Potency, µM (titrated, usually from 46.2 µM), for the others: at the highest dose activity change, negative = growth inhibition, most hits filed as inhibitors. 15% of 420,000 active; note: nearly all actives have a fitted effect of over 55% in size
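Stably hTDP1-transfected Tdp1-null chicken DT40 cells were treated with library compounds minus camptothecin and grown for at least 48 hr at 37 °C, after which cellular ATP was quantified by luminescence.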
DT40 TDP1 CPT: DT40-hTDP1 cell growth loss with CPT; chicken DT40 Tdp1-/-;hTDP1 cells + 20 nM CPT, ATP luminescence, 48 h; Potency, µM (series often up to 46.2 µM), for inactives: top-dose activity change, negative = growth inhibition, actives largely listed as inhibitors; 12% of 420,000 active; AID 686979; note: nearly all actives have a fitted effect of over 55% in size
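Chicken DT40 Tdp1-/- cells complemented with human TDP1, 400 cells/well, exposed to compounds plus 20 nM camptothecin for at least 48 h at 37 C; viability read as ATP content by CellTiter-Glo luminescence.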
KAT2A inh: blocks human GCN5L2 histone acetyltransferase; Q92830; GCN5L2 HAT assay, ThioGlo1 CoA-SH fluorescence; Potency, µM (top dose mostly 58.9 µM), for the others: at the highest dose activity change, negative = inhibition, most hits filed as inhibitors; 0.21% of 390,000 active; AID 504327
Target sequence (Q92830 whole entry, looked up): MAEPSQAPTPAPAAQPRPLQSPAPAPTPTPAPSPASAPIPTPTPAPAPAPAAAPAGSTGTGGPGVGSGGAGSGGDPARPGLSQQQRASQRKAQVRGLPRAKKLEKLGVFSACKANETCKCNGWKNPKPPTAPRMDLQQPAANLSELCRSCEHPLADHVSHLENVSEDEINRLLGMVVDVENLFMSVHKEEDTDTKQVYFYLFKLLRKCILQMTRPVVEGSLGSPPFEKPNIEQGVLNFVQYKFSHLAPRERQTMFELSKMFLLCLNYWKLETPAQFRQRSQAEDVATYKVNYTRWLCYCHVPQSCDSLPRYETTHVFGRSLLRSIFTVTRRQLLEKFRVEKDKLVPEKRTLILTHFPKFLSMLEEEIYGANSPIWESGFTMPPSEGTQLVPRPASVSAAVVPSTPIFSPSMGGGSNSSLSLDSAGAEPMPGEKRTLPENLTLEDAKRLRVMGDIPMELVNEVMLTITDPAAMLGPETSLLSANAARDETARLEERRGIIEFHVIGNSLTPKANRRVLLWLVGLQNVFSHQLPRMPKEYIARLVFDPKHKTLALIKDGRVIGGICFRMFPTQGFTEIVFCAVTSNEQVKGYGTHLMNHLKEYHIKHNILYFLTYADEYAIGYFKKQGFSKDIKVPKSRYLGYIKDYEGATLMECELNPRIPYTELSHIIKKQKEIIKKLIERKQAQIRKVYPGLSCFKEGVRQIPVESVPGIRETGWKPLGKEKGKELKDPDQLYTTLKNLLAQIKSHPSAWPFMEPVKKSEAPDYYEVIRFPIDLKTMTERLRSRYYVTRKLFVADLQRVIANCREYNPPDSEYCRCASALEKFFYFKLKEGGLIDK
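Titration-based screen in which CoA formation is detected via maleimide probe ThioGlo1 (50uM) turning fluorescent on thiol reaction; substrates H3(1-25) 75uM and acetyl-CoA 70uM, GCN5L2 20nM, 20 min incubation at room temperature.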
The depositor's hits bear a star; u = inconclusive; x = no result given; & = joins results of further samples. Calls come from the whole dose curve; as a rule, active = well fitted curve in the direction sought with a large enough effect; inconclusive = small, poorly fitted or top-dose-only effect, or another doubt; inactive = no such curve, though single readings can be large; an effect the other way counts as inactive or inconclusive. % is set by controls: 0 for no effect and ±100 for the full control effect; potency is the fitted concentration of half-maximal effect.

1) C=C1C[C@@]23CCC4[C@@](C)(CCC[C@@]4(C)C(=O)OC)C2CC[C@]1(OC(C)=O)C3 (stereo not given in full)
2) CCCCCC(O)(CCN1CCCCC1)c1ccccc1 (stereo not given)
3) Cc1ccc(NS(=O)(=O)c2ccc(-c3cc(C)no3)cc2)c(C)c1
4) CCN=C(N/N=C/c1ccc([N+](=O)[O-])cc1)SC
5) Cc1ncc(N=Nc2ccc(F)cc2)c(-c2ccc(Cl)cc2)n1
6) COC(=O)c1cccc(NC(=O)c2cccc(-n3cnnn3)c2)c1

screen / no.	1	2	3	4	5	6
TDP1 cell noCPT	u	u	5.8µM*	-24%	2%	-29%
DT40 TDP1 CPT	18µM*	-23%	4.6µM*	u	9%	-16%
KAT2A inh	1%	2%	2%	u	-2%	x

7) COCC(=O)Nc1cc(C(=O)Nc2ccccc2C)ccc1Cl
8) O=C(COc1ccc2ccccc2c1)NNC(=O)c1ccc([N+](=O)[O-])cc1
9) CSc1nc(N(C)NC(=O)c2cccc(C)c2)c2ccccc2n1
10) CCOC(=O)C1CCN(C(=O)COC(=O)CN(C)S(=O)(=O)c2ccc(NC(C)=O)cc2)CC1
11) CC1CCN(C(=O)c2cc3ccccc3c(=O)o2)CC1
12) CCN(CC)C(=O)N1CCc2ccccc21

screen / no.	7	8	9	10	11	12
TDP1 cell noCPT	-16%	2%	0.015µM*	4%	-29%	-2%
DT40 TDP1 CPT	-15%	-2%	0.052µM*	5%	u	-17%
KAT2A inh	-13%	-4%	-2%	x	-2%	-7%

13) Cc1ccc(NC(=O)CCN2C(=O)c3ccccc3C2=O)cc1C
14) COc1cccc(CN(C)Cc2nc(Cc3ccccc3Cl)no2)c1
15) CCOc1ccc(-c2cc3cc(OC)c(OC)cc3c(C)n2)cc1
16) COCCCNS(=O)(=O)c1cc2c3c(c1)C(C)C(=O)N3CCC2 (stereo not given)
17) OC(COCC(F)(F)C(F)(F)C(F)(F)C(F)F)Cn1c2ccccc2c2ccccc21 (stereo not given)
18) O=C(CSc1nnc(NCc2ccccc2)s1)NC1CCS(=O)(=O)C1 (stereo not given)

screen / no.	13	14	15	16	17	18
TDP1 cell noCPT	4%	-8%	u	-23%	8.2µM*	14%
DT40 TDP1 CPT	-4%	6%	-28%	-4%	13µM*	9%
KAT2A inh	19%	-11%	1%	2%	-17%	-3%

19) O=c1cc(Nc2ccc3c(c2)OCCO3)[nH]c(=O)n1C1CCCCC1
20) Cc1ccc(C2(C)NC(=O)N(CC(=O)NCCC3=CCCCC3)C2=O)cc1 (stereo not given)
21) Cc1nc2ccc(NC(=O)c3cc([N+](=O)[O-])cc([N+](=O)[O-])c3Cl)cc2s1
22) CC(=O)Nc1cccc(-c2nnc(SCc3ccccc3C#N)n2C)c1
23) CCOc1ccc(NC(=O)N(C(C)C)C2CCN(C(C)=O)CC2)cc1
24) CC(C)(C)c1ccc(C(=O)C2CCCN(C(=O)CN3CCCC3=O)C2)cc1 (stereo not given)

screen / no.	19	20	21	22	23	24
TDP1 cell noCPT	16µM*	u	6.5µM*	-2%	-7%	u
DT40 TDP1 CPT	15µM*	u	5.2µM*	-28%	3%	u
KAT2A inh	0%	-1%	u	1%	2%	2%

25) CCC(Sc1ccccn1)C(=O)Nc1nnc(C)s1 (stereo not given)
26) COc1ccc(C(=O)N2CCN(c3cccc(C)c3C)CC2)cc1S(=O)(=O)NC1CC1
27) CC(=O)NNc1ncnc2c1cnn2-c1ccccc1
28) CNC(=O)NC(=O)C(c1ccccc1)N(C)CC1COc2ccccc2O1 (stereo not given)
29) CC(=Nc1ccc(C)cc1)c1sc2ccccc2c1O
30) COc1ccc(Cc2cnc(N)nc2N)cc1OC

screen / no.	25	26	27	28	29	30
TDP1 cell noCPT	-2%	23µM*	-9%&0%	u	-13%	u
DT40 TDP1 CPT	-17%	u	8%&-17%	-21%	-33%	u
KAT2A inh	-4%	-3%	-6%&3%	-6%	u	-1%

31) CC1(C)CC(=O)C(Sc2nnc(-c3ccc(NS(C)(=O)=O)cc3)n2Cc2ccco2)C(=O)C1
32) N#CCCN(C(=O)CSc1nc2ccccc2c(=O)[nH]1)c1ccc(F)cc1
33) CC(=O)c1cccc(NC(=O)CN2C(=O)NC(C)(c3ccc4c(c3)OCCCO4)C2=O)c1 (stereo not given)
34) COC(=O)c1cccc(-n2nnnc2SCC(=O)Nc2cc(C)on2)c1
35) O=C(c1ccccc1)N1CCOC(O)(c2ccccc2)C1c1ccccc1 (stereo not given)
36) CCc1noc(C)c1C(=O)N(CCOC)c1c(N)n(CC(C)C)c(=O)[nH]c1=O

screen / no.	31	32	33	34	35	36
TDP1 cell noCPT	0%	-3%	u	-23%	-32%	20%
DT40 TDP1 CPT	-12%	u	u	7%	u	-9%
KAT2A inh	-1%	2%	-2%	0%	x	0%

37) CCOC(=O)C1=NN(c2ccccc2)C2C(=O)N(c3ccccc3OC)C(=O)C12 (stereo not given)
38) NCCCC[C@H]1CNC(=O)C(=O)N1CCc1cc(C(F)(F)F)cc(C(F)(F)F)c1
39) CCCc1nc2ccccc2n1C(C)C(=O)NC(C)(C)C (stereo not given)
40) CN(C)S(=O)(=O)c1ccc(C(=O)NCCSc2ccc(Br)cc2)cc1
41) Cc1nc2ccc(S(=O)(=O)N(C)CC(=O)NC(C)c3ccccc3)cc2s1 (stereo not given)
42) Cc1cc(C)c(C(=O)/C=C/c2ccc(C(C)C)cc2)c(=O)[nH]1

screen / no.	37	38	39	40	41	42
TDP1 cell noCPT	-10%	-14%	-8%	u	4%	16µM*
DT40 TDP1 CPT	2%	6%	-18%	u	-12%	23µM*
KAT2A inh	-17%	-2%	x	-3%	-6%	-10%

43) COc1ccc(N=C2NC(=O)/C(=C/C=C/c3ccccc3)S2)cc1
44) O=C(Cc1ccccc1)NCCS(=O)(=O)N1CCN(c2cccc(Cl)c2)CC1
45) COc1cccc2c1OC1(C)CC2NC(=O)N1c1cccc(C(=O)N2CCN(c3ccccn3)CC2)c1 (stereo not given)
46) Cc1ccccc1C(=O)NNC(=O)c1ccc(Br)cc1
47) CCCCN(C(=O)c1ccc(N2CCCC2=O)cc1)c1c(N)n(CCCC)c(=O)[nH]c1=O
48) CN(C)/C=C/C(=O)c1ccc([N+](=O)[O-])c(CS(=O)(=O)c2ccccc2)c1

screen / no.	43	44	45	46	47	48
TDP1 cell noCPT	u	u	u	u	-15%	-6%
DT40 TDP1 CPT	-2%	-21%	-3%	-7%	2%	27%
KAT2A inh	0%	-6%	x	-2%	-15%	-2%

49) COc1ccc(/C=N/NC(=O)c2ccc3c(c2)OCO3)cc1
50) O=C1/C(=C/c2ccccc2)Nc2ccccc21
51) COc1cccc(OC)c1C(=O)N1CC(C)OC(C)C1 (stereo not given)
52) O=C(CSc1ccccc1)N1CCN(S(=O)(=O)c2ccccc2)CC1
53) Cc1cc(NC(=O)CN2CCC(C)CC2)no1
54) Cc1cc(C)nc(NC(=NCc2ccc3c(c2)OCO3)NC(=O)Nc2ccccc2)n1

screen / no.	49	50	51	52	53	54
TDP1 cell noCPT	-12%	-18%	0%	-5%	-13%	4.6µM*
DT40 TDP1 CPT	-8%	-24%	2%	10%	-9%	5.2µM*
KAT2A inh	-17%	-9%	-22%	-7%	-3%	x

The last four records of the section above lead into the next.
51) COc1cccc(OC)c1C(=O)N1CC(C)OC(C)C1 (stereo not given)
52) O=C(CSc1ccccc1)N1CCN(S(=O)(=O)c2ccccc2)CC1
53) Cc1cc(NC(=O)CN2CCC(C)CC2)no1
54) Cc1cc(C)nc(NC(=NCc2ccc3c(c2)OCO3)NC(=O)Nc2ccccc2)n1
55) Oc1ccc(Nc2ccnc3cc(Cl)ccc23)cc1
56) Cc1ccc(N(CC(=O)NC2CCCCC2)C(=O)c2ccc(C)s2)cc1
57) Cc1cc(C)c(OCC(=O)OCC(=O)NCC2CCCCC2)c(C)c1
58) Cc1ccc(-n2c(SCC(=O)N3Cc4ccccc4CC3C(=O)O)nnc2-c2cccnc2)c(C)c1 (stereo not given)
59) CC(=O)Nc1ccc(S(=O)(=O)NCCC(=O)OCc2nnc(-c3ccccc3)o2)cc1
60) O=C(NCc1ccc(Cl)c(Cl)c1)c1ccc2c(c1)OCO2

screen / no.	51	52	53	54	55	56	57	58	59	60
TDP1 cell noCPT	0%	-5%	-13%	4.6µM*	21µM*	u	-8%	22%	0%	1%
DT40 TDP1 CPT	2%	10%	-9%	5.2µM*	u	-19%	1%	19%	7%	-17%
KAT2A inh	-22%	-7%	-3%	x	5%	4µM*	-10%	-2%	1%	-4%

61) S=C1NCCc2ccccc2C1c1ccccc1Cl (stereo not given)
62) O=C(CCN1C(=O)c2ccccc2C1=O)NCc1ccco1
63) CCC(C)C(NC(=O)C(C)NC(=O)CNC(=O)OC(C)(C)C)C(N)=O (stereo not given)
64) COc1ccc(S(=O)(=O)N2CCC(C(=O)Nc3ccc(S(=O)(=O)N4CCCC4)cc3)CC2)cc1OC
65) CC(=O)c1ccc2c3c(cccc13)C(=O)N(CCc1ccccc1)C2=O
66) CNC(=S)N(CCO)Cc1cc2cc3c(cc2[nH]c1=O)OCCO3

screen / no.	61	62	63	64	65	66
TDP1 cell noCPT	-24%	-10%	u	29µM*	-28%	-15%
DT40 TDP1 CPT	-8%	u	u	u	-4%	u
KAT2A inh	-4%	0%	-5%	-1%	2%	0%

67) CN(C)CCNC(=O)c1cccc(-c2cnc3c(NC=O)cc(-c4cccc(C(F)(F)F)c4)cn23)c1
68) O=C(CSc1nnc2ncccn12)Nc1cccc2ccccc12
69) CCn1c(SCC(=O)NC(=O)Nc2ccc3c(c2)OCCO3)nnc1-c1cccs1
70) COc1ccc(CNC(=O)c2onc(C)c2Cl)cc1
71) Cc1ccc(-c2onc3ccc(Br)cc23)cc1
72) CC(=O)Nc1ccc2nc(-c3cccn3C)[nH]c2c1

screen / no.	67	68	69	70	71	72
TDP1 cell noCPT	u	u	u	-5%	-27%	-3%
DT40 TDP1 CPT	u	-4%	-27%	2%	-28%	-20%
KAT2A inh	x	-4%	-1%	0%	-8%	-2%

73) CCCOc1ccc2oc(=O)c3c(c2c1)CCCN3C(=O)CN1CCN(c2ncccn2)CC1
74) CCOC(=O)C1=C(C)NC(=O)NC1c1ccccc1OCc1c(F)cccc1Cl (stereo not given)
75) CCCCOC(=O)c1ccc(Nc2nc3ccccc3c3nnc(C)n23)cc1
76) COCc1cc(C)nc2sc(C(=O)Nc3ccccc3O)c(N)c12
77) Cc1cnc(CN(C)C(=O)C2CCC(=O)N(CCc3ccc(Cl)cc3)C2)[nH]1 (stereo not given)
78) O=C(CSc1nnc2ccccn12)NCCc1ccc(F)cc1

screen / no.	73	74	75	76	77	78
TDP1 cell noCPT	u	16µM*	21µM*	u	6%	-2%
DT40 TDP1 CPT	18µM*	23µM*	16µM*	u	-2%	2%
KAT2A inh	0%	3%	-7%	1%	x	-9%

Entries by screen from the entries so far.
Compounds 73–78 in TDP1 cell noCPT, in turn: u, 16µM*, 21µM*, u, 6%, -2%

Following part:
79) Cc1cccc(NC(=S)NNC(=O)c2ccc(Br)o2)c1
80) CC(C)COc1ccc(C(=O)Nc2nnc(S(=O)(=O)N(C)Cc3ccco3)s2)cc1
81) COc1cc(NC(=O)CSc2nccc(C)n2)c(C(=O)O)cc1OC
82) O=C(c1ccc(Cl)cc1)N1CCC2CC1c1cc(-c3ccccc3)ccc12 (stereo not given)
83) O=C(CCSCc1ccc(Cl)cc1)NCc1ccco1
84) O=C(Cc1ccc([N+](=O)[O-])cc1)N1CCc2ccccc2C1

screen / no.	79	80	81	82	83	84
TDP1 cell noCPT	-11%	u	-3%	-23%	-3%	-27%
DT40 TDP1 CPT	-14%	u	-7%	16µM*	-2%	-5%
KAT2A inh	-7%	-11%	-2%	x	-5%	1%

85) CC(C)(C)[C@@H]1C=C(C(N)=O)O[C@H](OCc2ccc(CO)cc2)C1
86) Cc1ccc(NS(=O)(=O)c2cc(C(=O)N(C)C)ccc2C)cc1C
87) Cn1c(CCN2CCCCC2)nc2cc([N+](=O)[O-])ccc21
88) FC(F)(F)c1cnc(-c2cnc3c(-c4ccc(Cl)cc4)cnn3c2)c(Cl)c1

screen / no.	85	86	87	88
TDP1 cell noCPT	-29%	-22%	u	u
DT40 TDP1 CPT	-25%	21%	u	u
KAT2A inh	-12%	-15%	-6%	-2%

Compound activity: PubChem BioAssay, National Center for Advancing Translational Sciences (NCATS)
